GSH bead fluor: compound fluorescence on glutathione beads, profiling panel, artefact control, biophysical, 488/530 nm, flow cytometry; fluorescence (KMESF) at 10 µM; actives 0.25% (n = 190,000); GSH beads flow cytometry, compound fluorescence 488/530 nm; active compounds read high; in the data active = fluorescence above about 89;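 also: glutathione beads carrying GST-tagged Bcl family fusion proteins plus one bare bead set; values are compound well signal with DMSO vehicle wells as background; inactives centre near 16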
Bcl-W Bim block: inhibitors of Bim binding to Bcl-W, primary screen, biochemical, multiplexed, bead-based flow cytometry. actives 0.02% (n = 190,000). inhibition, % at 10 µM. AID 952, 2007. Bim peptide-Bcl-W binding;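 also: 0% = bound tracer without compound and 100% = peptide blocker; higher means less fluorescent Bim peptide bound to Bcl-W beads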
Target sequence (Q92843 whole entry, looked up): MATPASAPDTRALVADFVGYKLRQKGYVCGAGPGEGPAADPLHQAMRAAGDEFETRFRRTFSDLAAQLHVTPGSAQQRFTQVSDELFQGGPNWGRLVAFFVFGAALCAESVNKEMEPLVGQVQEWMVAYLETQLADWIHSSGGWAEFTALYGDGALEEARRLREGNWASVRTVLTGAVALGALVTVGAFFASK
Mcl1-Bid inh: Mcl-1/Bid binding inhibitors, primary screen, biochemical, TR-FRET, 1536-well; TR-FRET Mcl-1/Bid-Dy647 peptide binding; Induced myeloid leukemia cell differentiation protein Mcl-1 (Homo sapiens), Q07820; inhibition, % at 21.7 µM; actives 0.97% (n = 220,000); AID 1021, 2008;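 active = compounds that cut the binding signal by more than half at the single screening dose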;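 also: His-tagged Mcl-1 with europium anti-His antibody binding Bid BH3 peptide; 0% = Mcl-1 plus peptide wells and 100% = peptide-only wells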
RGS7-Gao reg: RGS7-Galphao binding modulators, primary screen, biochemical, multiplexed bead flow cytometry; actives lie on both sides; binding response (% of control), % at 10 µM; actives 0.35% (n = 220,000); AID 1439, 2008; in the data active = binding response below about 49% or above about 150%; inconclusive = no clear call, values can overlap the other calls; inactive = in between;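 also: fluorescent Galphao held in activated GDP-AlF4 state binding bead-coupled RGS7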
Target sequence (P09471 whole entry, looked up): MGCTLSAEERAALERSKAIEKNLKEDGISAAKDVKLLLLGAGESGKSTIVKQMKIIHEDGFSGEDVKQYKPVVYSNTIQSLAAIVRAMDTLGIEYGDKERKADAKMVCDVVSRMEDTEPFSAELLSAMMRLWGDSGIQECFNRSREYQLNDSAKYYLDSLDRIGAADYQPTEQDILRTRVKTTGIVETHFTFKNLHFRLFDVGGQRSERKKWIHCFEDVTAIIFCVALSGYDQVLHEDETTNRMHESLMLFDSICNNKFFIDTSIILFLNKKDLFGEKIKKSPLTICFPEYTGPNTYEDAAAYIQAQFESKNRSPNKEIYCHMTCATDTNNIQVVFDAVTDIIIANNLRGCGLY
Bcl-XL Bim block: inhibitors of Bim-Bcl-XL binding, primary screen, biochemical, multiplexed, bead flow cytometry, human Bcl-XL; Bim peptide-Bcl-XL binding, fluorescence; Bcl-2-like protein 1 (Homo sapiens), Q07817; inhibition, % at 10 µM; actives 0.04% (n = 190,000)
Target sequence (Q07817 whole entry, looked up): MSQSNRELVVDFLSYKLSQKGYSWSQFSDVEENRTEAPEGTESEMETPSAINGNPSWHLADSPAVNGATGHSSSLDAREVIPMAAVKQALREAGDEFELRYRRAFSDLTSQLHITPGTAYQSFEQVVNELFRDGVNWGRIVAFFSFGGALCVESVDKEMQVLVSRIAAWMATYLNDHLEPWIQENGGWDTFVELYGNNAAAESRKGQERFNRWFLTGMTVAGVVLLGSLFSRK
Bcl-B Bim block: inhibitors of Bim-Bcl-B binding, primary screen, biochemical, multiplexed, human Bcl-2 family; bead-based flow cytometry, Bim peptide-Bcl-B binding; inhibition, % at 10 µM; actives 0.073% (n = 190,000); Bcl-2-like protein 10 (Homo sapiens), Q9HD36;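 also: 0% = tracer peptide without compound and 100% = reference inhibitor peptide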
Bim-Bcl-2: inhibitors of Bim-Bcl-2 binding, primary screen, biochemical, multiplexed, human Bcl-2 family; Apoptosis regulator Bcl-2 (Homo sapiens), P10415; Bead-based flow cytometry, Bim peptide-Bcl-2 binding; inhibition, % at 10 µM; actives 0.06% (n = 190,000); AID 950, 2007; in the data active = inhibition above about 40%; inconclusive = no clear call, values can overlap the other calls;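 also: 0% = no compound wells with probe peptide and 100% = reference peptide inhibitor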
Target sequence (P10415 whole entry, looked up): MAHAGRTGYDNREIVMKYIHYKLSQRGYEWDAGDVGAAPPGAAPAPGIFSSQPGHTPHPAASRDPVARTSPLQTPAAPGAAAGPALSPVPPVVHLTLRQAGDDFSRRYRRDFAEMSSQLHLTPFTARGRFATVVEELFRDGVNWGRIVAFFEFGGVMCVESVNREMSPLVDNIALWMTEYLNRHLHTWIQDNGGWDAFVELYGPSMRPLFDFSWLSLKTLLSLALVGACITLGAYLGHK
Bim-Mcl-1: inhibitors of Bim peptide binding to Mcl-1, primary screen, biochemical, bead-based flow cytometry, multiplex | Induced myeloid leukemia cell differentiation protein Mcl-1 (Homo sapiens), Q07820 | Bim peptide-Mcl-1 binding | inhibition, % at 10 µM | actives 0.1% (n = 190,000);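 also: 0% = no compound tracer wells and 100% = peptide blocker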
Bfl-1 Bim block: inhibitors of Bim binding to Bfl-1, primary screen, biochemical, multiplexed, bead-based flow cytometry; Bcl-2-related protein A1 (Homo sapiens), Q16548; Bim-Bfl-1 binding inhibition; inhibition, % at 10 µM; actives 0.12% (n = 190,000); AID 1008, 2008;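 also: 0% = wells without compound plus tracer and 100% = blocker peptide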
RGS8-Gao: RGS8-Galphao binding modulators, primary screen, biochemical, multiplexed bead flow cytometry. actives lie on both sides. AID 1423, 2008. actives 0.34% (n = 220,000). response (percent of control binding), % at 10 µM. Guanine nucleotide-binding protein G(o) subunit alpha (Homo sapiens), P09471; in the data active = response below about 60% or above about 140%; inactive = in between;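 also: Galphao activated as the GDP aluminium fluoride complex binding bead-coupled RGS8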
RGS4-Gao reg: modulators of RGS4 binding to Galphao, primary screen, biochemical, multiplexed bead flow cytometry; AID 1415, 2008; Guanine nucleotide-binding protein G(o) subunit alpha (Homo sapiens), P09471; binding response (% of control), % at 10 µM; actives lie on both sides; actives 0.33% (n = 220,000); in the data active = binding response below about 49% or above about 150%; inactive = in between;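 also: fluorescent Galphao activated with aluminum fluoride binding bead-coupled RGS4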
Active calls of the source: *; ? = inconclusive; nt = not tested or not shown. Rule as the data show it, unless noted: active = inhibition above about 40%.

SMILES | GSH bead fluor | Bcl-W Bim block | Mcl1-Bid inh | RGS7-Gao reg | Bcl-XL Bim block | Bcl-B Bim block | Bim-Bcl-2 | Bim-Mcl-1 | Bfl-1 Bim block | RGS8-Gao | RGS4-Gao reg
CC(C)c1ccc(-c2c(C#N)c(N)nc(SCC(=O)N3CCCCC3)c2C#N)cc1 | 27 | 0 | -7 | 106 | 2 | 5 | 1 | 0 | 0 | 105 | 106
COC(=O)c1ccc(OCC(O)CN2C(=O)NC(C)(C)C2=O)cc1 (stereo not drawn) | 30 | -2 | -14 | 103 | -7 | -9 | -8 | 2 | -12 | 104 | 105
CCN(CC)c1ccc(C(=O)NN)cc1 | 11 | 1 | -4 | 99 | -1 | 0 | -1 | -1 | -4 | 101 | 99
O=S1(=O)CCC(NC(=S)SCc2ccccc2Br)C1 (stereo not drawn) | 14 | -2 | -26 | 97 | -2 | 0 | -1 | 0 | 2 | 100 | 99
COc1ccc2nc(NC(=O)C3CCCN(S(=O)(=O)c4cccc5nsnc45)C3)sc2c1 (stereo not drawn) | 45 | 3 | -1 | 97 | -20 | -14 | -8 | -2 | -10 | 102 | 97
Cc1cc(C)nc(NS(=O)(=O)c2ccc(NC(=O)c3cccc(N4C(=O)CCC4=O)c3)cc2)n1 | 7 | 0 | -16 | 100 | -4 | -7 | -5 | -3 | -1 | 103 | 102
COc1cccc(/C=N/n2c(C)nc3ccccc3c2=O)c1O | 13 | -1 | -82 | 96 | -1 | 0 | -3 | -1 | -3 | 98 | 97
CCOC(=O)CC(N)c1cccc([N+](=O)[O-])c1 (stereo not drawn) | 13 | -4 | -1 | 101 | -4 | -6 | -3 | -2 | -4 | 102 | 104
N#C/C(=C\c1cccc([N+](=O)[O-])c1)C(=O)NCc1ccc(Cl)cc1 | 16 | 0 | -20 | 96 | -2 | 0 | 0 | -1 | -3 | 100 | 99
Cc1c(N=NC2=C(O)CCCC2=O)c(=O)n(-c2ccccc2)n1C | 11 | 16 | -79 | 88 | 7 | 3 | 6 | 3 | 12 | 91 | 99
COc1cc(C(c2sc3nc(C)nn3c2O)N2CCc3ccccc3C2)cc(OC)c1OC (stereo not drawn) | 20 | 3 | -8 | 95 | 0 | -6 | -9 | 3 | -8 | 100 | 97
Cc1cc(C)c2nc(-c3ccccn3)cc(C(=O)Nn3cnnc3)c2c1 | 17 | -2 | -36 | ? | -4 | 3 | -2 | -2 | -3 | 98 | 97
Cc1ccc(Cl)cc1NC(=O)COC(=O)Cn1cnc2c1c(=O)n(C)c(=O)n2C | 9 | -1 | -20 | ? | -5 | -5 | -5 | 0 | -6 | 96 | 94
O=C(CC1C(=O)NCCN1Cc1cccc(Oc2ccccc2)c1)NCCc1ccncc1 (stereo not drawn) | 9 | 1 | -20 | 102 | -3 | -3 | -1 | -4 | -5 | 101 | 99
O=C1[C@H]2[C@@H](C(=O)N1c1cc(Cl)cc(Cl)c1)[C@]1(C(=O)Nc3ccccc31)N1CCC[C@@H]21 | 11 | 2 | -10 | 100 | -3 | -10 | -13 | -3 | -10 | 100 | 102
C/C(Cl)=C/CSc1nnc2n(N)c(=O)c3ccccc3n12 | 10 | 0 | 0 | 102 | 0 | 17 | 19 | -2 | 7 | 95 | 103
CC(C)CNS(=O)(=O)c1ccc(NC(=O)Cn2nc(-c3ccc(F)cc3)ccc2=O)cc1 | 8 | -6 | -3 | 106 | -5 | -6 | -4 | -7 | -2 | 117 | 113
CCOC(=O)N1CCC(NC(=O)C(NS(=O)(=O)c2ccc3c(c2)CCN3C(=O)CC)C(C)C)CC1 (stereo not drawn) | 10 | 0 | -26 | 102 | -2 | 0 | 1 | 0 | -4 | 106 | 104
Cc1ccc(C(=O)N/N=C/C2=Cc3ccccc3OC2C)cc1 (stereo not drawn) | 10 | -5 | 7 | 100 | -9 | -10 | -6 | -3 | -10 | 103 | 103
CCNc1c(NC(C)=O)c(=O)oc2ccccc12 | 11 | -6 | -7 | 101 | -11 | -8 | -10 | -7 | -12 | 97 | 103
CC1(NC(=O)N2CCOCC2)CCS(=O)(=O)C1 (stereo not drawn) | 21 | 0 | -20 | 100 | -14 | -5 | -8 | 0 | -10 | 103 | 101
CCCCOc1ccc(CSc2nncn2N)cc1 | 30 | 0 | -21 | 97 | -7 | -11 | -12 | -5 | -20 | 98 | 99
CCN(CC)C(=O)Cn1cc(S(=O)(=O)CC(=O)NCc2ccc3c(c2)OCO3)c2ccccc21 | 16 | -6 | -11 | ? | -6 | -9 | -10 | -4 | -9 | 101 | 101
O=C(NCCC1=CCCCC1)NC12CC3CC(CC(C3)C1)C2 | 63 | -2 | -1 | 100 | -4 | -2 | -2 | -2 | 0 | 101 | 105
CC(NC(=O)C(Cc1ccccc1)N1C(=O)C2C3CCC(C3)C2C1=O)c1ccccc1 (stereo not drawn) | 23 | -3 | -14 | 98 | 0 | -1 | -1 | 0 | -2 | 102 | 105
Going on with the list:
SMILES | GSH bead fluor | Bcl-W Bim block | Mcl1-Bid inh | RGS7-Gao reg | Bcl-XL Bim block | Bcl-B Bim block | Bim-Bcl-2 | Bim-Mcl-1 | Bfl-1 Bim block | RGS8-Gao | RGS4-Gao reg
Cc1sc2nc(SCC(=O)N3CCN(CCO)CC3)n(-c3ccccc3)c(=O)c2c1C | 13 | -3 | 4 | 104 | -5 | 0 | 0 | -1 | 0 | 109 | 104
O=C(CN(c1ccc(F)cc1)S(=O)(=O)c1ccc2c(c1)OCCO2)Nc1cccnc1 | 38 | 3 | -5 | 109 | -3 | -5 | -5 | -2 | -3 | 106 | 110
COCCCN(C(=O)c1cccnc1SC)c1c(N)n(Cc2ccccc2)c(=O)[nH]c1=O | 26 | 0 | -7 | 102 | -2 | 2 | -1 | 0 | 0 | 102 | 104
COc1ccc(Br)cc1C(=O)Nc1cccc(C)c1C | 16 | -3 | -20 | 97 | -5 | -7 | -9 | -3 | -12 | 96 | 99
CN(C)C=NC(=O)c1cc(C(=O)c2ccccc2Cl)c[nH]1 | 18 | -1 | -30 | ? | -3 | -1 | 0 | 0 | -7 | 100 | 100
CCOC(=O)C1CCCCN1Cc1ccccc1C(F)(F)F (stereo not drawn) | 16 | -2 | 40 | 99 | -2 | -5 | 9 | 18 | 0 | 101 | 101
COc1ccc(CCn2c(C(C)C)nc3c(c(=O)c4ccccc4n3C)c2=O)cc1 | 10 | -1 | -2 | 103 | -3 | -6 | -3 | 0 | -8 | 100 | 102
Cn1c(=NC(=O)C2=NNC(=O)CC2)sc2ccccc21 | 16 | 0 | -12 | 99 | -1 | -2 | -1 | -3 | -3 | 103 | 107
Clc1ccc(CSc2nnc(-c3cccnc3)n2Cc2ccco2)c(Cl)c1 | 25 | -1 | -19 | 100 | -3 | -4 | -3 | 0 | 2 | 97 | 98
CN(C)N1C(N)=C(C#N)C(c2ccccc2)C2=C1CCCC2=O (stereo not drawn) | 14 | -2 | -58 | 104 | -1 | -2 | -5 | 0 | -4 | 102 | 102
COC(=O)C(NC(C)=O)(Nc1ccccc1)C(=O)OC | 31 | 0 | -13 | 98 | -18 | -8 | -6 | 0 | -10 | 94 | 95
CC(=O)Nc1ccc(-c2csc(Nc3ncccn3)n2)cc1 | 24 | -5 | -38 | 99 | -3 | -6 | -6 | -6 | -10 | 102 | 99
C=CCNC(=S)N(C1CCCCC1)C1CCCCC1 | 13 | 0 | -20 | 98 | -3 | -3 | -4 | 0 | -4 | 101 | 100
Cc1nc(NCCc2cnc[nH]2)c2oc3ccccc3c2n1 | 16 | -3 | nt | 101 | 0 | -3 | -3 | 0 | -4 | 103 | 103
COc1ccccc1NC(=O)Nc1cccc(C(=O)O)c1 | 12 | 0 | -5 | 99 | 0 | 0 | -1 | -1 | -4 | 103 | 99
O=C(Nc1nccs1)c1ccc(COc2ccccc2Br)o1 | 24 | -1 | -5 | 101 | -2 | -3 | 0 | -4 | -2 | 97 | 100
Cc1ccc(/C=N/NC(=O)Cn2ccc(C(F)(F)F)n2)o1 | 22 | 2 | -26 | 99 | -1 | -5 | 0 | 0 | -3 | 101 | 102
NC(=O)Cc1nc(-c2ccc([N+](=O)[O-])cc2)cs1 | 11 | 0 | 20 | 91 | -3 | 0 | -3 | -1 | -6 | 89 | 95
CC(C)c1ccc(CN2CC(C(=O)O)CC2=O)cc1 (stereo not drawn) | 9 | 0 | 1 | 99 | -7 | -8 | -13 | -2 | -13 | 102 | 105
COCCN(C(=O)CSc1nnc(C)n1Cc1ccccc1)c1c(N)n(CC(C)C)c(=O)[nH]c1=O | 18 | -2 | 2 | 102 | 0 | 1 | 5 | -3 | 4 | 102 | 101
COc1ccccc1CC(=O)O/N=C(\N)Cc1cccc2ccccc12 | 16 | 0 | -3 | 86 | -3 | -4 | -3 | -1 | 1 | 90 | 90
O=C(Nc1sccc1C(=O)NCc1ccco1)c1cccnc1 | 30 | 0 | 3 | 95 | -14 | -4 | -6 | 0 | -4 | 100 | 98
COC(=O)C1=CNC=C(C(=O)OC)C1c1ccc(Cl)cc1 | 18 | 0 | -12 | 98 | 0 | -3 | 0 | 4 | -12 | 101 | 102
CCOC(=O)c1[nH]c(C)c(C(=O)c2cc(F)ccc2F)c1C | 24 | -2 | -6 | 94 | -4 | -9 | -7 | -3 | -15 | 99 | 101
Cc1c2c(n3c(nc4ccccc43)c1C#N)N(CCN1CCOCC1)CC2 | 15 | 0 | -31 | 104 | -6 | -6 | -4 | -1 | -5 | 106 | 103
O=C(NNC(=O)C1CC1c1ccccc1)Nc1cccc(Cl)c1 (stereo not drawn) | 33 | -1 | -16 | 96 | -7 | -8 | -10 | -2 | -13 | 99 | 98
COc1ccc(CN2CCCC(C(=O)N3CCCC3)C2)cc1 (stereo not drawn) | 28 | -2 | 50 | 97 | -12 | -9 | -10 | -3 | -21 | 99 | 101
COC(=O)CCN1CCC(C(N)=O)CC1 | 17 | -2 | -16 | 100 | 0 | -1 | 0 | -2 | -1 | 101 | 103

Pulled by compound from above, 3 records:
SMILES | GSH bead fluor | Bcl-W Bim block | Mcl1-Bid inh | RGS7-Gao reg | Bcl-XL Bim block | Bcl-B Bim block | Bim-Bcl-2 | Bim-Mcl-1 | Bfl-1 Bim block | RGS8-Gao | RGS4-Gao reg
Clc1ccc(CSc2nnc(-c3cccnc3)n2Cc2ccco2)c(Cl)c1 | 25 | -1 | -19 | 100 | -3 | -4 | -3 | 0 | 2 | 97 | 98
COC(=O)C(NC(C)=O)(Nc1ccccc1)C(=O)OC | 31 | 0 | -13 | 98 | -18 | -8 | -6 | 0 | -10 | 94 | 95
COc1ccccc1NC(=O)Nc1cccc(C(=O)O)c1 | 12 | 0 | -5 | 99 | 0 | 0 | -1 | -1 | -4 | 103 | 99

Bioassay records as filed in PubChem.
